# S100A4 inh HTS: blocks human S100A4 binding to myosin IIA peptide | P26447 | S100A4/TAMRA-MyoIIA peptide fluorescence polarization | inhibition, % at 10.7 µM | 360,000 tested, 0.14% active;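 active = mean inhibition of at least 70% across replicates, with every replicate also reaching that level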
# Target sequence (P26447 whole entry, looked up): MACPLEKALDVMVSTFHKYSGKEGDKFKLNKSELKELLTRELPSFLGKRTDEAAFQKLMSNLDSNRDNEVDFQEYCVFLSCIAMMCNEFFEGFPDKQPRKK
#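 Assay system: human S100A4 monomer with TAMRA-labelled myosin IIA peptide / Buffer or medium: Calcium-containing HEPES buffer, pH 7.2 / Reagent: TAMRA-labelled myosin IIA heavy-chain peptide probe, 5 nM / Compound: one dose per compound / Timing: polarization read 5 min after assay mix addition, stable 5–60 min / Benchmarks: neutral control DMSO, positive control TFP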
# PGC1a acetyl inh: PGC1a acetylation modulation, inhibitor mode | U2OS PGC1a acetylation, AlphaScreen anti-acetyl-lysine; with virally co-expressed GCN5 acetyltransferase | inhibition, % at 15.6 µM | 350,000 tested, 0.17% active;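 active = every replicate shows inhibition of at least 40%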;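 note: 0% = neutral control wells and 100% = positive control wells; some results beyond the cut were filed as inactive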
# PAX8 reporter: PAX8 transcriptional activity inhibition. inhibition, % at 12.6 µM. RMG-I TPO-luciferase reporter, SteadyGlo, 24 h. 360,000 tested, 1.2% active;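 active = mean replicate inhibition at least 60% with every replicate also reaching 60%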;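 note: luciferase light reporting Pax8 driven TPO promoter activity; plate controls were median of neutral control wells for no effect and mitoxantrone controls for full effect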
# EWS-Fli block: EWS/Fli transcriptional activity inhibition | inhibition, % at 12.6 µM | 350,000 tested, 0.67% active | A673 NR0B1-luciferase reporter, viability-normalised;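 active = mean inhibition of at least 50% after viability correction, with every replicate also passing that limit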;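 note: firefly luciferase signal divided by Alamar Blue viability fluorescence both relative to DMSO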
# LGR2 inh: inhibitors of bursicon-induced Drosophila LGR2 receptor cAMP signaling; HEK293 LGR2, CRE-luciferase, bursicon-stimulated, 4 h; inhibition, % at 9.99 µM; 380,000 tested, 0.35% active;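 active = drop in luminescence signal, shown as inhibition above about 50% in the replicate tests, limit read from the data, passing the limit was not always enough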;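 note: agonist challenge used bursicon conditioned medium at about half maximal strength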
# PglD inh: PglD (C. jejuni) enzyme inhibition | purified PglD enzyme, DTNB colorimetric CoA detection | inhibition, % at 12.5 µM | 360,000 tested, 0.098% active | AID 602405; in the data active = inhibition above about 16%, passing the limit was not always enough; note: strong numbers were not always called active
# ERAP1 HTS inh: inhibitors of human ERAP1 aminopeptidase | Q9NZ08 | recombinant ERAP1, Leu-AMC fluorescence, 60 min | inhibition, % at 10.7 µM | 340,000 tested, 0.15% active;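 active = mean replicate inhibition of at least 30%, or all replicates individually reaching that 30% level; inactive = mean below 30% and not every replicate reaching it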;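 note: 0% = neutral control wells and 100% = L-leucinethiol positive control wells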
# Target sequence (Q9NZ08 whole entry, looked up): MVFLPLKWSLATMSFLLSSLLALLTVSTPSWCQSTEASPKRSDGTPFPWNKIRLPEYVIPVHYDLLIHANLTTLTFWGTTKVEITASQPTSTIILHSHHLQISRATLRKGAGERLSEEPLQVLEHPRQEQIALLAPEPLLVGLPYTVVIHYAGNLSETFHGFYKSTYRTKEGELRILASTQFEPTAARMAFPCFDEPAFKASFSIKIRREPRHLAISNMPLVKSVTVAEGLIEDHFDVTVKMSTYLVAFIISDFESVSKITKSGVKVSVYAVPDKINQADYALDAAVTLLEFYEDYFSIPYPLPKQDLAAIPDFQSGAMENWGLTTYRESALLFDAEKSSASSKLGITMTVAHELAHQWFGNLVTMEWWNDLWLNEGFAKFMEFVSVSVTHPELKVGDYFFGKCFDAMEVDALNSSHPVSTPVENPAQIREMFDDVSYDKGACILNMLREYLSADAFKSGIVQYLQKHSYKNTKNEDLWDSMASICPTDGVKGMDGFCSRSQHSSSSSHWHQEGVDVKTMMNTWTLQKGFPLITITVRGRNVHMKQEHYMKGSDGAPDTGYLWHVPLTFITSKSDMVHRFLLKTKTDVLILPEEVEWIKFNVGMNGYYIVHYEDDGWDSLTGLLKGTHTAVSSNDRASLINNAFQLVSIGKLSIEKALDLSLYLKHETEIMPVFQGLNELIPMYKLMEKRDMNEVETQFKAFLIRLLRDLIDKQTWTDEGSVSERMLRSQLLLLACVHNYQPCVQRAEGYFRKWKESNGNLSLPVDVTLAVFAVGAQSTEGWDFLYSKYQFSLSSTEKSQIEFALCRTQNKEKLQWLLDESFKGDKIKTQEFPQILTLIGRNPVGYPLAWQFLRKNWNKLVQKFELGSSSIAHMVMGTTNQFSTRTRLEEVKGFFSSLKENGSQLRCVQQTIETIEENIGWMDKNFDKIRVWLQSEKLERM
# FN deposition inh: fibronectin deposition inhibition; AH1F fibroblasts, Alexa488-fibronectin deposition fluorescence, overnight; inhibition, % at 12.6 µM; 350,000 tested, 0.086% active;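 active = mean inhibition across replicates of 30% or more, regardless of how many single replicates reach that level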;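 note: positive control wells lacked labelled fibronectin entirely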
#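 Material: AH1F fibroblast monolayer depositing Alexa488-labelled fibronectin into matrix / Amount: 10000 AH1F cells per well / Signal: fluorescence 485/525 nm / Medium: DMEM, 2% serum / Compound: single dose, pinned / Incubation: 1 h cell adhesion before compound, then overnight fibronectin incubation / Reagent: Alexa488-FN, 24 nM final / Read-out: inhibition of fibronectin deposition signal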
# An asterisk follows results filed as active; nt = not tested or not shown; & = joins results of further samples.
SMILES,S100A4 inh HTS,PGC1a acetyl inh,PAX8 reporter,EWS-Fli block,LGR2 inh,PglD inh,ERAP1 HTS inh,FN deposition inh
C[C@@H]1CN([C@H](C)CO)C(=O)c2cc(NC(=O)c3ccccc3)ccc2O[C@@H](C)CCCCO[C@H]1CN(C)S(=O)(=O)c1cccs1,nt,-10,-23,9,-26,-1,nt,nt
COc1ccc(OCC(=O)Nc2ccc(N3CCN(C(=O)c4ccccc4)CC3)c(Cl)c2)cc1,7,nt,20,nt,4,-2,2,nt
CNc1ccccc1C(=O)OCC(=O)c1ccc(F)cc1,-1,nt,-49,1,-4,nt,-2,-6
c1cc(CNc2ccc3c(c2)OCO3)ccn1,nt,5,-38,nt,nt,4,nt,-4
COc1cccc(C(=O)NNC(=O)CCC(=O)O)c1,-1,0,7,0,-8,nt,nt,0
CCCN(CCC)Cc1c(C(=O)N/N=C/C(C)=C\c2ccco2)nnn1-c1nonc1N,1,nt,93*,13,9,2,-1,-14
CC(=O)Nc1nc2ccccc2n1Cc1ccc(C)cc1,0,nt,8,33,16,nt,-1,nt
COc1ccc(S(=O)(=O)N2CC=C(c3ccccc3)CC2)cc1OC,-5,-4,-8,6,-17,-4,-2,-4
O=C(CSc1nnc(-c2ccco2)o1)c1ccc[nH]1,-1,4,27,-68,-12,3,3,-4
COc1ccc2c3c(n(C)c2c1)[C@H](CO)N(C(=O)Nc1ccc(F)cc1)CC31CN(Cc2ccccc2F)C1,8,-18,nt,2,5,nt,-4,16
CCOc1cc(N2CCOCC2)c(OCC)cc1NC(=O)COC(=O)[C@@H]1CCCN1S(=O)(=O)c1ccccc1F,0,-9,12,3,-6,nt,-3,nt
O=c1cc(CN2CCN(Cc3ccccc3)CC2)c2ccc(O)cc2o1,-1,10,26,10,1,1,-192,3
CCCN(C)C[C@@H]1OCCCC[C@H](C)Oc2ccc(NC(=O)CCC(F)(F)F)cc2C(=O)N([C@H](C)CO)C[C@@H]1C,16,-2,12,-2,5,-1,-1,nt
Cc1ccsc1CCNC(=O)C1CCC(=O)N(CCc2cccc(F)c2)C1 (stereo not given),2,nt,nt,-82,-75,-9,0,-1
COc1ccc2c3c([nH]c2c1)[C@@H](CO)N(C(=O)C1CCOCC1)CC31CCN(S(C)(=O)=O)CC1,-18,1,nt,-12,-12,nt,0,5
Cc1cc(C)c(CSc2nnnn2-c2ccc(C(=O)O)cc2)c(C)c1,0,nt,15,2,0,nt,-2,1
COc1ccc2c3c(n(C)c2c1)[C@@H](CO)NCC31CCN(C(=O)c2ccccc2)CC1,nt,4,nt,-6,0,nt,nt,2
CCc1ccc(OCc2n[nH]c(=S)n2C(C)CCCC(C)C)cc1 (stereo not given),1,nt,19,15,3,nt,-3,nt
CCCN1C[C@@H](C)[C@@H](OC)CN(C)C(=O)c2cc(NC(=O)c3ccccc3F)ccc2OC[C@@H]1C,-4,3,1,-3,6,1,1,3
Cc1cc(=O)n2c(c1C#N)SC1CCCCC12O (stereo not given),-9,-8,nt,nt,3,3,0,-3
COc1cccc(NC(=O)Cn2c3ccccc3c3nc4n(c(=O)c32)CCS4)c1,-15,9,4,-2,0,nt,-2,-9
CCOC1CCCc2oc(-c3ccc(OC)cc3)c(C(=O)NCCCCO)c21 (stereo not given),-1,nt,-33,0,-9,nt,-2,10
OC[C@@H]1CC[C@@H]2O[C@H](CCc3ccc(-c4ccccc4)cc3)[C@@H](n3cc(C4CC4)nn3)C[C@@H]2O1,-1,-14,3,12,nt,nt,3,nt
COCCNC(=O)C1CCCN(C(=O)c2sccc2C)CC1 (stereo not given),-6,3,-1,5,-2,3,0,-2
COc1cc(NC(=O)c2cc([N+](=O)[O-])ccc2NC(=O)CN2CCN(c3ccccn3)CC2)cc(OC)c1,0,nt,36,-1,0,-6,2,-5

# The results go on.
SMILES,S100A4 inh HTS,PGC1a acetyl inh,PAX8 reporter,EWS-Fli block,LGR2 inh,PglD inh,ERAP1 HTS inh,FN deposition inh
COC(=O)[C@H](CC(C)C)NC(=O)Nc1ccc(S(N)(=O)=O)cc1,1,12,-13,16,21,4,-3,-1
C[C@H]1CN([C@@H](C)CO)C(=O)c2cc(NS(=O)(=O)c3ccc(F)cc3)ccc2O[C@@H]1CN(C)Cc1ccc(Cl)c(Cl)c1,-3,-10,-3,10,15,1,-3,-19
CCOc1ccc(CCNC(=O)CN2C(=O)CCSc3ccccc32)cc1OCC,0,nt,9,1,-1,4,-3,9
C[C@@H]1CN([C@H](C)CO)S(=O)(=O)c2ccc(C3=CCCCC3)cc2O[C@@H]1CN(C)C(=O)C1CC1,13,-12,nt,11,4,28,2,nt
O=C(/C=C/c1cccc(F)c1)OCC(=O)c1ccc[nH]1,-2,0,-13,0,-24,0,-1,-1
COc1ccc(NC(=S)Nc2ccc(F)cc2)cc1,-2,nt,7,-1,11,0,-2,4
COC(=O)C1=C(C)N(C)C(=NCC2CC2)NC1c1cccc(C(F)(F)F)c1 (stereo not given),-7,nt,12,-10,5,nt,-1,-2
C[C@@H]1CCCCO[C@H](CN(C)Cc2ccncc2)[C@H](C)CN([C@@H](C)CO)C(=O)c2cc(NC(=O)Nc3ccc4c(c3)OCO4)ccc2O1,15,-1,-17,0,18,-2,2,nt
CC(C)(C)OC(=O)[C@H](Cc1ccccc1)NC(=O)c1nc[nH]c1C(=O)NCCCCCN,-5,-17,2,-1,1,-7,-4,-3
Cc1ccc(S(=O)(=O)Nc2ccc3c(c2)C(=O)N([C@@H](C)CO)C[C@H](C)[C@H](CN(C)C(=O)CCC(F)(F)F)OCCCC[C@@H](C)O3)cc1,2,-6,-14,2,2,-6,-2,-4
CC1CCCCN1CC(=O)Nc1cc(S(=O)(=O)N2CCOCC2)ccc1N1CCCC1 (stereo not given),6,nt,3,7,-13,nt,0,0
C[C@@H]1CCCCO[C@H](CN(C)Cc2ccc3c(c2)OCO3)[C@H](C)CN([C@@H](C)CO)C(=O)c2cc(NS(=O)(=O)c3ccccc3)ccc2O1,-26,-2,5,7,-24,0,-5,0
Cn1c(SCc2ccc(C#N)cc2)nnc1-c1ccncc1,-5,nt,8,2,0,1,-2,5
O=C(O)/C=C/c1ccc(Cn2ccnc2)cc1,1&-4,-10&-19,-31&-25,-7&-2,13&9,1&-7,1&-1,5&4
CCCn1c(SCC(=O)N2CCCC(C)C2)nnc1-c1ccccn1 (stereo not given),1,nt,27,15,15,nt,-1,-2
Cc1cccc(-c2ccc([C@H]3[C@@H](CO)N4CCCCN(C(=O)c5ccncc5)C[C@H]34)cc2)c1,-15,0,-4,0,3,2,1,nt
CC1Cc2nc(SCC(=O)N3CCCc4ccccc43)n(C)c(=O)c2S1 (stereo not given),-4,nt,-32,-23,nt,10,-1,6
CNC[C@H]1OCCCC[C@@H](C)Oc2ccc(N)cc2C(=O)N([C@@H](C)CO)C[C@H]1C,2,6,1,-2,-16,0,3,0
C[C@H]1CN([C@@H](C)CO)S(=O)(=O)c2ccc(-c3cncnc3)cc2O[C@H]1CN(C)C(=O)c1cccc(F)c1,-5,6,-23,-12,15,1,-5,nt
C[C@@H]1CN([C@H](C)CO)C(=O)c2cc(NC(=O)Nc3ccc(F)cc3)ccc2O[C@H]1CN(C)S(=O)(=O)c1ccc(Cl)cc1,-10,3,10,3,-9,-2,-2,nt
O=C(CNC(=O)c1ccc(Br)o1)Nc1ncccc1O,-1,nt,-19,-8,2,2,0,1
COc1cc(NS(=O)(=O)c2ccc(NC(=O)/C(=C/c3ccccc3Cl)NC(=O)c3ccccc3)cc2)nc(OC)n1,nt,2,nt,nt,-10,-2,nt,5
CCOc1ccccc1NC(=O)COC(=O)c1cc[n+]([O-])cc1,1,-5,20,-6,2,0,-3,2
CC(=O)Nc1cccc(C(=O)Nc2cccnc2)c1,-1,8,-16,-1,-9,-1,20,6
Cc1ccc(SC(=O)c2c([N+](=O)[O-])c(C)nn2C)cc1,-2,3,18,19,-5,3,0,6

# Carrying on:
SMILES,S100A4 inh HTS,PGC1a acetyl inh,PAX8 reporter,EWS-Fli block,LGR2 inh,PglD inh,ERAP1 HTS inh,FN deposition inh
Cc1ccc(S(=O)(=O)Nc2nncs2)cc1,nt,14,nt,nt,-2,0,nt,5
COCCn1c(-c2ccccc2)cnc1SCC(=O)Nc1cccc2ccccc12,nt,nt,13,nt,3,1,nt,-1
N#Cc1ccc(-c2ccc3c(c2)[C@H]2[C@H](CCN2C(=O)C2CC2)[C@H](CO)N3)cc1,-39,1,9,6,4,0,2,-1
Cc1ccc(C(=O)C(OC(=O)c2cnccn2)c2ccccc2)cc1 (stereo not given),-6,-6,-9,-6,-32,-1,-3,-4
CN(C)c1ccc2c(c1)[C@@H]1C[C@@H](CC(=O)NCc3cccc(F)c3)O[C@@H](CO)[C@@H]1O2,11,-3,9,3,14,1,2,nt
C[C@@H]1CN([C@@H](C)CO)C(=O)c2c(c3ccccc3n2C)-c2ccccc2CO[C@H]1CN(C)Cc1ccc2c(c1)OCO2,8,nt,-5,10,-4,nt,1,3
COc1ccc(-c2cc(NC=O)c3ncc(-c4cccc(C(=O)N(C)C)c4)n3c2)c(OC)c1,-5,nt,43,8,-21,3,3,-6
COc1ccccc1CNC(=O)c1cc(C)nc2ccccc12,0,4,4,3,-10,5,-3,3
C[C@H]1CN([C@@H](C)CO)C(=O)c2cccc(NC(=O)C3CC3)c2O[C@@H]1CN(C)C(=O)Nc1ccc(F)cc1,0,-4,-20,-5,-9,-1,-2,nt
C/C=C/c1ccc([C@H]2[C@H](CO)N(C(=O)CN(C)C)C23CN(C(=O)C2CC2)C3)cc1,9,5,-11,1,-9,nt,-2,-5
C=CCn1c(=O)c2ccccc2n2c(SCC(=O)NCC)nnc12,-2,3,5,6,1,-1,-1,1
Cn1c(/N=C/c2cc(Cl)ccc2O)nc2ccccc21,0,nt,nt,9,-6,nt,-2,nt
O=C(O)c1nn(CCOc2ccccc2F)c(=O)c2ccccc12,-1,nt,-19,-3,-4,6,-4,3
CC(=O)N(c1ccc2oc(=O)sc2c1)S(=O)(=O)c1ccc(C(=O)O)cc1,-2,nt,4,0,-3,1,28,-7
COc1ccc(NC(=O)Cn2c3ccccc3c3nc4n(c(=O)c32)CCS4)cc1,-10,-4,14,2,1,nt,-1,-5
O=C1[C@H]2[C@@H](c3ccc(F)cc3)N3C(=O)N(c4cccc(Cl)c4)C(=O)[C@@]3(Cc3ccccc3)[C@H]2C(=O)N1C1CCCCC1,0,nt,4,13,-22,3,nt,-6
O=C(CSc1ccc(-c2ccco2)nn1)N1CCCCCC1,-2,5,-23,-32,-3,nt,0,0
CSc1nc(NNC=O)cc(Oc2ccc(NC(C)=O)cc2)n1,1,nt,11,-6,1,0,5,4
Cc1cc(C(F)(F)F)c2c(N)c(C(=O)NC3CC3)sc2n1,-14,8,nt,1,2,-1,3,2
COc1ccc(/C=C/C(=O)c2ccc([N+](=O)[O-])o2)cc1,13,-7,31,41,7,-6,1,-4
C[C@H]1CN([C@@H](C)CO)C(=O)c2cc(NS(=O)(=O)c3ccccc3)ccc2O[C@@H]1CN(C)C(=O)Nc1ccccc1,1,0,-13,-6,-3,2,-1,nt

# A portion taken from the entries so far:
SMILES,S100A4 inh HTS,PGC1a acetyl inh,PAX8 reporter,EWS-Fli block,LGR2 inh,PglD inh,ERAP1 HTS inh,FN deposition inh
Cc1cc(C(F)(F)F)c2c(N)c(C(=O)NC3CC3)sc2n1,-14,8,nt,1,2,-1,3,2
COc1ccc(/C=C/C(=O)c2ccc([N+](=O)[O-])o2)cc1,13,-7,31,41,7,-6,1,-4
C[C@H]1CN([C@@H](C)CO)C(=O)c2cc(NS(=O)(=O)c3ccccc3)ccc2O[C@@H]1CN(C)C(=O)Nc1ccccc1,1,0,-13,-6,-3,2,-1,nt

# Screening results: PubChem, Broad Institute
